FH mod = Identification of activators of human fumarate hydratase by quantitative high-throughput screening. Fumarate hydratase, mitochondrial (Homo sapiens), P07954. FH coupled MDH/diaphorase resazurin fluorescence, 15 min. Potency, µM (top dose mostly 79.9 µM), for the others: at the highest dose activity change, negative = inhibition, hits mostly inhibitors. 54,000 compounds, 0.22% hits. AID 1347055, 2019; note: the screen sought activators but most active calls are inhibition curves; nearly all actives have a fitted effect of over 45% in size
Target sequence (P07954 whole entry, looked up): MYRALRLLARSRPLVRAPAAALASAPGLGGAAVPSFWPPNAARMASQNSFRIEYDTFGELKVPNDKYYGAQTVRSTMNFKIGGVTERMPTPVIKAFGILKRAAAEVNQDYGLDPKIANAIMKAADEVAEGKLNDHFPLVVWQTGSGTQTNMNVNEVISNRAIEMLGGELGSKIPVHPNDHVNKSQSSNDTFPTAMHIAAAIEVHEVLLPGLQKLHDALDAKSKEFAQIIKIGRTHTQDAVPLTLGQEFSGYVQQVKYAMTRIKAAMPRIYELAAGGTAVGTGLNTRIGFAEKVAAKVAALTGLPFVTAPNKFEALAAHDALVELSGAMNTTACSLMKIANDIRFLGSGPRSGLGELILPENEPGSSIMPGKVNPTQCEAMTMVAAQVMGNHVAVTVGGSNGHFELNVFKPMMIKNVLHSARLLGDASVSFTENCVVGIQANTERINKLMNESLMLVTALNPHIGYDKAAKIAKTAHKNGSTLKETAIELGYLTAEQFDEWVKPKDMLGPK
NTMT1 inh = blocks human N-terminal methyltransferase 1 activity | Q9BV86 | NTMT1 MTase-Glo SAH luminescence, purified enzyme | Potency, µM (highest dose often 114 µM), inactives show at the highest dose activity change, negative = inhibition, usual class: inhibitors | 59,000 compounds, 2.5% hits;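 note: plate controls were DMSO vehicle for no effect and no enzyme for full effect; nearly all actives have a fitted effect of over 65% in size; many of its hits are not listed in these tables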
Target sequence (Q9BV86 whole entry, looked up): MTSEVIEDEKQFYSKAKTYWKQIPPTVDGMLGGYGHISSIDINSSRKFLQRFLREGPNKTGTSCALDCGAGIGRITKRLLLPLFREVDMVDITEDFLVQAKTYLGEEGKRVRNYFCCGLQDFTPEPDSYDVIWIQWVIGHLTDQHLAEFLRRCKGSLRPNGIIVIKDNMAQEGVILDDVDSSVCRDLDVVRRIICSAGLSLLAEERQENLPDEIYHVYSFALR
Starred values were filed as active, the others as inactive; u = inconclusive; & = joins results of further samples; ! = not confirmed by another sample; [ ] = dose if it differs, or a comment. Calls come from the whole dose curve; as a rule, active = well fitted curve in the direction sought with a large enough effect; inconclusive = small, poorly fitted or top-dose-only effect, or another doubt; inactive = no such curve, though single readings can be large; an effect the other way counts as inactive or inconclusive. Unless noted, % is set by controls: 0 for no effect and ±100 for the full control effect; potency is the fitted concentration of half-maximal effect.

SMILES	FH mod	NTMT1 inh
CO[C@@H]1CC(OC2CCC3(C)C(CCC45CCC(C6=CC(=O)OC6)C(C)(CCC43)C5=O)C2)O[C@H](C)[C@@H]1O[C@@H]1O[C@H](CO[C@@H]2O[C@H](CO)[C@@H](O)[C@H](O)[C@H]2O)[C@@H](O)[C@H](O)[C@H]1O (stereo partly specified)	3%[20.6 µM]	-1%[12.6 µM]
O=C1NC(c2ccccc2)(c2ccccc2)C(=O)N1COP(=O)(O)O	0%[53.3 µM]	29%[57.5 µM]
CCOc1ccc(NC(C)=O)cc1	6%[53.3 µM]	-10%[57.5 µM]
Cc1occc(=O)c1O[C@@H]1O[C@H](CO[C@@H]2OC[C@](O)(CO)[C@H]2O)[C@@H](O)[C@H](O)[C@H]1O	6%[53.3 µM]	-6%[29.8 µM]
O=C(OCc1ccccc1)c1ccc(O)cc1	-19%[53.3 µM]	26%[57.5 µM]
CCCc1cc(C)[nH]c(=O)c1CNC(=O)c1cc(-c2ccnc(N3CCN(C)CC3)c2)cc2c1cnn2C(C)C	7%	u
CC(C)(C)C(=O)Oc1ccc(S(=O)(=O)Nc2ccccc2C(=O)NCC(=O)O)cc1	-8%&5%&-1%[53.3 µM]	u
Cc1ccc(C(=O)Nc2noc3ccccc23)cc1	0%	25µM*
CC1CC(OC(=O)C(O)c2ccccc2)CC(C)(C)C1 (stereo unspecified)	0%	5%[57.5 µM]
CC1(C)CC[C@]2(C(=O)O[C@@H]3O[C@H](CO)[C@@H](O)[C@H](O)[C@H]3O)CC[C@]3(C)C(=CCC4[C@@]5(C)CC[C@H](O[C@@H]6O[C@H](C(=O)O)[C@@H](O)[C@H](O)[C@H]6O)C(C)(C)C5CC[C@]43C)C2C1 (stereo partly specified)	5%[20.6 µM]	7%[12.6 µM]
C=C1CC2[C@]3(C)C(=C(O)C(=O)[C@@]2(C)[C@]2(C(=O)OC)C(=O)C(C)OC(=O)[C@@]12C)C(C)(C)C(=O)CC3O (stereo partly specified)	19%[53.3 µM]	1%[29.8 µM]
N#CC(CCCN1CCC(O)(c2ccc(Cl)cc2)CC1)(c1ccccc1)c1ccccc1	-15%	1%[57.5 µM]
COC(=O)N1CCC(n2ncc3c(N4CCOCC4)nc(-c4ccc(NC(=O)NC5CC5)cc4)nc32)CC1	4%	-1%[57.5 µM]
CCCNC(C)(C)COC(=O)c1ccccc1	1%[53.3 µM]	8%[57.5 µM]
FC(F)(F)C(F)(F)C(F)(F)C(F)(F)C(F)(F)C(F)(F)C(F)(F)C(F)(F)Br	-10%[53.3 µM]	24%[57.5 µM]
CCN(CC)CCNC(=O)c1ccc(NC(C)=O)cc1	-18%&-5%[53.3 µM]	5%[57.5 µM]
COC1C(=O)CCC2(CO2)C1(O)C1(C)OC1CC=C(C)C (stereo unspecified)	1%	-24%[57.5 µM]
C[C@@H]1CC[C@H]2C(C)(C)[C@H](O)[C@H](O)C[C@]2(C)[C@@]12Cc1c(O)cc3c(c1O2)CNC3=O	-1%[53.3 µM]	-11%[29.8 µM]
C=C[C@H]1[C@H](O[C@@H]2O[C@H](CO)[C@@H](O)[C@H](O)[C@H]2O)OC=C(C(=O)OC)[C@H]1CCOC(=O)c1cc(O)c(O)c(O)c1	0%[53.3 µM]	-4%[29.8 µM]
COC(=O)C1=C(C)NC(C)=C(C(=O)OC)C1c1cccc(NC(=O)NCCCN2CCC(c3cccc(OC)c3)CC2)c1	7%	9%[57.5 µM]
O=C(NOCC(O)CO)c1ccc(F)c(F)c1Nc1ccc(I)cc1F (stereo unspecified)	0%	-3%[57.5 µM]
CN(C)c1ccc(C(=O)NCCCCCCC(=O)NO)cc1	-4%[53.3 µM]	2%
COC(=O)[C@@H]1CC2=CC(=O)CC[C@]2(C)[C@@]23O[C@@H]2C[C@@]2(C)[C@H](CC[C@@]24CCC(=O)O4)[C@@H]13	6%[53.3 µM]	u
CC(=O)N[C@@H](Cc1c[nH]c2ccccc12)C(=O)N[C@@H](CCC(=O)O)C(=O)N[C@@H](Cc1cnc[nH]1)C(=O)N[C@@H](CC(=O)O)C(=O)Nc1ccc2c(C(F)(F)F)cc(=O)oc2c1	7%[53.3 µM]	0%[29.8 µM]
CN1CCC(NC(=O)c2cc(-c3c(O)cc(O)cc3Oc3ccc([N+](=O)[O-])cc3)on2)CC1	0%	-5%[57.5 µM]
CN(C)c1ccc(NC(=O)NS(=O)(=O)c2ccc(Cl)cc2)cc1	-29%	u
COc1ccc([C@H]2Cc3cccc(O)c3C(=O)O2)cc1OC	-4%	15%[57.5 µM]
CCCCc1oc2ccccc2c1C(=O)c1cc(I)c(OCCN(CC)CC)c(I)c1	-25%&2%&2%[53.3 µM]	-16%
C=C(CCO)C(=O)OCC1OCC(OC(=O)C(=C)CCO[C@@H]2O[C@H](COC(=O)C(=C)CCO[C@@H]3O[C@H](CO)[C@@H](O)[C@H](O)[C@H]3O)[C@@H](O)[C@H](O)[C@H]2O)C(O)C1O (stereo partly specified)	2%[20.6 µM]	4%[12.6 µM]
CCCN(CCc1cccs1)[C@H]1CCc2c(O)cccc2C1	-11%[53.3 µM]	4%[57.5 µM]
O=C(Nc1cccc([N+](=O)[O-])c1)c1cccc(S(=O)(=O)N2CCCCCC2)c1	-2%	11%[57.5 µM]
Cc1cc(OCCCc2c(C(=O)O)n(Cc3cccnc3)c3c(-c4c(COc5ccc(N6CCN([S+](C)(=O)[O-])CC6)cc5)nn(C)c4C)cccc23)cc(C)c1Cl	-11%[53.3 µM]	u
C/C=C(\C)C(=O)OC[C@H]1O[C@@H](O[C@H]2[C@@H](O[C@H]3O[C@H](COC(=O)/C(C)=C/C)[C@@H](O)[C@H](O)[C@H]3O[C@@H]3O[C@H](CO)[C@@H](O)[C@H](OC(=O)/C(C)=C/C)[C@H]3O)O[C@H](COC(=O)/C(C)=C/C)[C@@H](O)[C@@H]2O)[C@H](O)[C@@H](O)[C@@H]1O	7%[20.6 µM]	4%[12.6 µM]
COc1cc([C@@H]2c3cc4c(cc3[C@H](O)[C@H]3COC(=O)[C@@H]23)OCO4)cc(OC)c1OC	-2%[53.3 µM]	2%
CCn1nnnc1NCc1ccc(C(C)C)cc1	4%	u
CC(C)(C)NCC(O)COc1ccc(NC(=O)NC2CCCCC2)cc1 (stereo unspecified)	0%[53.3 µM]	13%[57.5 µM]
COc1ccc2c(c1OC)C(=O)O[C@@H]2[C@H]1c2c(cc3c(c2OC)OCO3)CCN1C	-21%&0%[53.3 µM]	37%[activator][57.5 µM]
OCC1OC(Oc2cc(O)cc(/C=C/c3ccc(O)cc3)c2)C(O)C(O)C1O (stereo unspecified)	-13%[53.3 µM]	1%[29.8 µM]
O=C(C1OC1/C=C/c1ccc2c(c1)OCO2)N1CCCCC1 (stereo unspecified)	1%	5%[57.5 µM]
CC(C)c1ccc2c(c1)c(SC(C)(C)C)c(CC(C)(C)C(=O)O)n2Cc1ccc(Cl)cc1	u	79µM*!
CC1CC2OC3(OC2C(C)(C)O)C1C1(C)CCC24CC25CCC(O[C@@H]2OC[C@@H](O)[C@H](O)[C@H]2O)C(C)(C)C5CC=C4C1(C)C3O (stereo partly specified)	0%[20.6 µM]	10%[12.6 µM]
C=C(COC(=O)C(C)C)C1Oc2cc(C(C)=O)ccc2C1OC(=O)C(C)C (stereo unspecified)	0%[53.3 µM]	14%[29.8 µM]
C/C(=N\N=C(N)N)c1cc(NC(=O)CCCCCCCCC(=O)Nc2cc(/C(C)=N/N=C(N)N)cc(/C(C)=N/N=C(N)N)c2)cc(/C(C)=N/N=C(N)N)c1	-3%	5.6µM*
CC(=O)c1ccc2c(c1)N(CCCN1CCC(CCO)CC1)c1ccccc1S2	-1%[53.3 µM]	2%[57.5 µM]
NS(=O)(=O)c1cc2c(cc1Cl)NC(CC1CCCC1)NS2(=O)=O (stereo unspecified)	0%[53.3 µM]	18%[57.5 µM]
O=C1Nc2ccc(I)cc2C1=Cc1cc(Br)c(O)c(Br)c1	u	17µM*
CC(C)(Sc1ccc(CCN(CCCCC2CCCCC2)C(=O)NC2CCCCC2)cc1)C(=O)O	25µM*!	32µM*!
C=C1C(OC2OCC(O)C(O)C2O)CC2C(C)(C)C(O)CCC2(C)C1CC/C(C)=C\CO (stereo unspecified)	6%[53.3 µM]	10%[29.8 µM]
CC(C)(C)NCC(O)c1ccc(O)c(CO)c1 (stereo unspecified)	-17%&-1%&4%[53.3 µM]	-8%
CC(C)C1CCC(C(=O)N[C@@H](Cc2ccccc2)C(=O)O)CC1 (stereo partly specified)	-2%	3%[57.5 µM]
Cc1c(C)c(NCC(=O)N(C)C2CCN(Cc3ccc(C(N)=O)cc3)CC2)c(C)c(C)c1N	2%	2%[57.5 µM]
CC(=O)OC[C@@H]1O[C@@H](n2ccc(=O)[nH]c2=O)[C@H](OC(C)=O)[C@H]1OC(C)=O	3%[53.3 µM]	2%[57.5 µM]
C[C@@H]1O[C@@H](O[C@H]2[C@H](OC(=O)[C@]34CCC(C)(C)C[C@H]3C3=CCC5[C@@]6(C)C[C@H](O)[C@H](O[C@@H]7O[C@H](CO[C@@H]8OC[C@H](O)[C@H](O)[C@H]8O)[C@@H](O)[C@H](O)[C@H]7O)C(C)(C)C6CC[C@@]5(C)[C@]3(C)C[C@H]4O)OC[C@@H](O)[C@@H]2O)[C@H](O)[C@H](O[C@@H]2OC[C@](O)(CO)[C@H]2O)[C@H]1O[C@@H]1OC[C@H](O)[C@H](O[C@@H]2OC[C@@H](O)[C@H](O)[C@H]2O)[C@H]1O (stereo partly specified)	24%[13.5 µM]	-17%[6.45 µM]
CC/C=C/C(O)C(O)C1=C(C)C(=O)C2(O1)C(=O)NC(OC)(C(=O)c1ccccc1)C2O (stereo unspecified)	-1%[53.3 µM]	9%[29.8 µM]
C=CCCCCCCCCC(=O)O	-12%[53.3 µM]	37%[activator][57.5 µM]
CN(C)CCC(CSc1ccccc1)Nc1ccc(S(=O)(=O)NC(=O)c2ccc(N3CCN(Cc4ccccc4-c4ccc(Cl)cc4)CC3)cc2)cc1[N+](=O)[O-] (stereo unspecified)	0%	3%[57.5 µM]
CN(CC1COCCO1)S(=O)(=O)Nc1ccc2ccc3ncc(-c4cnn(C)c4)cc3c(=O)c2c1 (stereo unspecified)	u	-6%[57.5 µM]
CCC(C)C(=O)O[C@H]1[C@H](O)[C@@]2(COC(C)=O)C(CC1(C)C)C1=CCC3[C@@]4(C)CC[C@H](O[C@@H]5O[C@H](C(=O)O)[C@@H](O)[C@H](O)[C@H]5O)[C@@](C)(CO)C4CC[C@@]3(C)[C@]1(C)C[C@@H]2O (stereo partly specified)	2%[20.6 µM]	-2%[12.6 µM]
CC(C)(O)c1ccc2c(c1)C(=O)CC1[C@](C)(CO)CCC[C@]21C (stereo partly specified)	-4%[53.3 µM]	u
Cc1sccc1Br	3%[53.3 µM]	28%[57.5 µM]

Entries of single compounds as entered above. Order of screens: FH mod	NTMT1 inh
CC(C)(C)NCC(O)c1ccc(O)c(CO)c1 (stereo unspecified) is listed with -17%&-1%&4%[53.3 µM]	-8%
CC(=O)c1ccc2c(c1)N(CCCN1CCC(CCO)CC1)c1ccccc1S2 is listed with -1%[53.3 µM]	2%[57.5 µM]
O=C1Nc2ccc(I)cc2C1=Cc1cc(Br)c(O)c(Br)c1 is listed with u	17µM*

(listing goes on)
SMILES	FH mod	NTMT1 inh
COc1cc2ncnc(-n3nc(-c4ccccn4)nc3N)c2cc1OC	16%&-1%[53.3 µM]	5%
CC1(C)CCCC2(C)C1C(OC(=O)/C=C/C=C/C=O)C=C1COC(=O)C12O (stereo unspecified)	4%[53.3 µM]	3%[29.8 µM]
C=C1CCC2C(C)(C(=O)OC)CCCC2(C)C1CCC1=CCOC1=O (stereo unspecified)	-5%[53.3 µM]	8%[29.8 µM]
CC(C)=C/C=C\[C@H](C)[C@H]1CC[C@]2(C)C[C@@H]3C(C)=CC(=O)C3/C(CO)=C\C[C@@H]12 (stereo partly specified)	-1%[53.3 µM]	1%[29.8 µM]
O=C(CSc1nc2ccccc2c(=O)n1-c1ccccc1)Nc1ccc2c(c1)CCC2	-13%	10%[57.5 µM]
Cn1c(=O)cc(N2CCCC(N)C2)n(Cc2cc(F)ccc2C#N)c1=O (stereo unspecified)	-1%	-5%[57.5 µM]
OCC(CO)(CO)NCC(O)Cn1c2ccc(Cl)cc2c2cc(Cl)ccc21 (stereo unspecified)	-14%	22µM*
C=C1C(=O)O[C@@H]2/C=C(/C)CC3C=C(C[C@H](OC(=O)/C(C)=C\C)[C@@H]12)C(=O)O3 (stereo partly specified)	-1%[53.3 µM]	8%[29.8 µM]
Nc1nc2ccccc2n1Cc1ccc(F)cc1	4%[53.3 µM]	-14%[57.5 µM]
c1cc(-c2sc(-c3ccncc3)c(-c3ccncc3)c2-c2ccncc2)ccn1	3%[53.3 µM]	u
C=C1CC2[C@@]3(C)C=CC(=O)C(C)(C)C3=C(O)C(=O)[C@@]2(C)C2(C(=O)OC)C(=O)C(C)OC(=O)[C@@]12C (stereo partly specified)	-3%[53.3 µM]	3%[29.8 µM]
CC1=C(C(=O)OC2OC(COC3OC(CO)C(O)C(O)C3O)C(O)C(O)C2O)C(C)(C)CCC1 (stereo unspecified)	6%[53.3 µM]	-1%[29.8 µM]

A portion of the library; rates above refer to the full screens.
